Assay outcomes: PubChem BioAssay, several laboratories
Pf gamet viab: late stage P. falciparum gametocyte viability inhibitors, primary screen, ATP luminescence, HTS. P. falciparum stage V gametocytes, 24 h. inhibition, % at 10.9 µM. actives 0.065% (n = 150,000);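 active = inhibition above the mean plus 3 SD of compounds within the control limits, set per campaign, cut at about 38% in these data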;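 note: 0% = DMSO wells and 100% = medium only without gametocytes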
HRas wt GTP bind: modulators of GTP binding to HRas wildtype, primary screen, biochemical, bead-based flow cytometry, multiplex; GST-Ras wt beads, Bodipy-FL-GTP binding; actives lie on both sides; GTP binding activity, % at 10 µM; actives 0.14% (n = 190,000);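 active = GTP binding activity at least 20% away from the 100% baseline, either lowered as inhibitor or raised as activator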;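 note: 0% = unlabeled GTP competition control and 100% = no-compound control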
Target sequence (P01112 whole entry, looked up): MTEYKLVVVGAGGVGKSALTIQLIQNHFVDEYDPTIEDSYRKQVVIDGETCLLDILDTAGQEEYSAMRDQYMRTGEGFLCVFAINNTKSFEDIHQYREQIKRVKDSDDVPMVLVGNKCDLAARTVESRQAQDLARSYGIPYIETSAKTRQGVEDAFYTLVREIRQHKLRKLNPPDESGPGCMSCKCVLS
Rac1 wt GTP bind: wildtype Rac1 GTP binding modulators, primary screen, biochemical, GST-Rac1 beads, flow cytometry, multiplex; Ras-related C3 botulinum toxin substrate 1 (Homo sapiens), P63000; fluorescent GTP binding; actives lie on both sides; 0 = cold GTP competed, 100 = untreated; GTP binding activity (% of control), % at 10 µM; actives 0.27% (n = 190,000);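 active = GTP binding activity at least 20 points away from the 100% control level, either lower or higher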
Rac1 act GTP bind: GTP binding modulators of activated mutant Rac1, primary screen, biochemical, bead-based flow cytometry, multiplex, fluorescent GTP | Ras-related C3 botulinum toxin substrate 1 (Homo sapiens), P63000 | GST-Rac1 activated beads; actives lie on both sides; 100% means binding = to untreated wells | percent activity (GTP binding), % at 10 µM | actives 0.11% (n = 190,000);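 active = GTP binding at least 20 percentage points away from the 100% baseline, in either direction, so actives lie on both sides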
Cdc42 wt: modulators of GTP binding to wildtype Cdc42, primary screen, biochemical, multiplex bead flow cytometry, Bodipy-GTP; percent activity (GTP binding), % at 10 µM; AID 761, 2007; GST-Cdc42 beads; actives lie on both sides; actives 0.2% (n = 190,000); Cell division control protein 42 homolog (Homo sapiens), P60953;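 active = percent activity GTP binding at least 20 points away from the 100% baseline, either down as inhibitor or up as activator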;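 note: median bead fluorescence of bound Bodipy-FL-GTP at 100 nM; 0% = excess unlabeled GTP control and 100% = no compound control; below 100% means less GTP binding so inhibitor and above means activator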
Target sequence (P60953 whole entry, looked up): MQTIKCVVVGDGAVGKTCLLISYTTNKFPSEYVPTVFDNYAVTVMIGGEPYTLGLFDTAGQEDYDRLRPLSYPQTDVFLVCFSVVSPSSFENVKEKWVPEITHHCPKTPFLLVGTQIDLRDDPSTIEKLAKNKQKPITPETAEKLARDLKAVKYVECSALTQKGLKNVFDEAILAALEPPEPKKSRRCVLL
Rab2A wt mod: modulators of GTP binding to Rab2A wildtype, primary screen, biochemical, dog, bead-based flow cytometry, multiplex; GST-Rab2 wt beads, Bodipy-GTP binding; GTP binding activity, % at 10 µM; AID 760, 2007; actives 0.19% (n = 190,000);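 active = GTP binding activity at least 20 points away from 100%, either lowered or raised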;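 note: 0% = beads with excess unlabeled GTP and 100% = no-compound control corrected for plate trend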
Avidin bead fluor: green autofluorescence of compounds with avidin beads – biophysical, 488/530 nm, flow cytometry, artefact control, profiling panel. fluorescence (KMESF) at 10 µM. actives 0.38% (n = 220,000). compound fluorescence 488/530 nm; stronger effect = higher value; in the data active = fluorescence above about 47; note: inactives centre near 10
Mcl1 Bid PPI: Mcl-1/Bid binding inhibitors, primary screen, biochemical, TR-FRET, 1536-well; Induced myeloid leukemia cell differentiation protein Mcl-1 (Homo sapiens), Q07820; TR-FRET Mcl-1/Bid-Dy647 peptide binding; inhibition, % at 21.7 µM; actives 0.97% (n = 220,000); AID 1021, 2008;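 active = compounds that cut the binding signal by more than half at the single screening dose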;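 note: His-tagged Mcl-1 with europium anti-His antibody binding Bid BH3 peptide; 0% = Mcl-1 plus peptide wells and 100% = peptide-only wells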
Target sequence (Q07820 whole entry, looked up): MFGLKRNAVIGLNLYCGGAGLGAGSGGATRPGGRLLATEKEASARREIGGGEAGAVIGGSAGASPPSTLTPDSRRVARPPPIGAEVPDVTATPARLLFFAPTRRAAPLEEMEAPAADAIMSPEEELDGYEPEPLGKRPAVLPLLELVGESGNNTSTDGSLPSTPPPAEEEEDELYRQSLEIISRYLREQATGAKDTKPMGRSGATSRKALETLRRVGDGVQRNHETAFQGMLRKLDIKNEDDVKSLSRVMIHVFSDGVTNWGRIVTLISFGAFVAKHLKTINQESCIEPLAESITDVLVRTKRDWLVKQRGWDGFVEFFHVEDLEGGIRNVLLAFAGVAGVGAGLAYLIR
Rab7 wt GTP bind: modulators of GTP binding to Rab7, primary screen, biochemical, wildtype, multiplex bead flow cytometry | AID 758, 2007 | GTP binding activity (percent of control), % at 10 µM | Rab7 GTPase wild type (dog), Bodipy-FL-GTP binding | actives 0.055% (n = 190,000) | GST-Rab7 beads, fluorescent GTP binding; actives lie on both sides; untreated = 100%, excess cold GTP = 0%;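 active = fluorescent GTP binding to Rab7 beads changed by at least 20 points from the 100% baseline, either direction, mostly lower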;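 note: median green fluorescence of bound Bodipy-FL-GTP per Rab7 bead population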
Mcl1 Noxa PPI: Mcl-1/Noxa binding inhibitors, primary screen, biochemical, TR-FRET, 1536-well | Induced myeloid leukemia cell differentiation protein Mcl-1 (Homo sapiens), Q07820 | TR-FRET Mcl-1/Noxa peptide binding, 2 h | inhibition, % at 21.7 µM | actives 1.5% (n = 220,000);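 active = compounds that cut the protein-peptide binding signal by more than 50% relative to plate controls in a single-dose test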;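 note: His-tagged Mcl-1 with rhodamine Noxa BH3 peptide and terbium anti-His antibody; 0% = Mcl-1 plus Noxa peptide wells and 100% = peptide-only wells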
GSH bead fluor: compound fluorescence on glutathione beads, profiling panel, artefact control, biophysical, 488/530 nm, flow cytometry; GSH beads flow cytometry, compound fluorescence 488/530 nm; stronger effect = higher value; AID 1776, 2009; fluorescence (KMESF) at 10 µM; actives 0.25% (n = 190,000); in the data active = fluorescence above about 89;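 note: glutathione beads carrying GST-tagged Bcl family fusion proteins plus one bare bead set; values are compound well signal with DMSO vehicle wells as background; inactives centre near 16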
The depositor's hits bear a star; nt = no result given.

SMILES	Pf gamet viab	HRas wt GTP bind	Rac1 wt GTP bind	Rac1 act GTP bind	Cdc42 wt	Rab2A wt mod	Avidin bead fluor	Mcl1 Bid PPI	Rab7 wt GTP bind	Mcl1 Noxa PPI	GSH bead fluor
O=[N+]([O-])c1cc([N+](=O)[O-])c(N2CCOCC2)cc1NCc1ccccc1	nt	92	87	88	90	88	11	-6	92	nt	36
Cc1cc(Nc2ccccc2Br)n2nc(C)nc2n1	nt	97	101	98	102	99	7	3	98	11	13
Cc1csc(SCc2c(C(=O)O)oc3ccccc23)n1	nt	97	98	93	98	94	22	-5	93	3	16
O=C(NCCc1cccs1)C12CN(Cc3ccccc3)CC1C(c1cccc([N+](=O)[O-])c1)=NO2 (centres undefined)	8	96	96	95	96	98	8	-24	96	-5	27
N#Cc1c(NC(=O)CSc2ncn[nH]2)sc2c1CCCC2	11	100	103	99	100	101	9	-43	99	18	23
O=S1(=O)C=C(SCc2ccc(F)cc2)Nc2ccccc21	21	95	93	93	93	98	10	-4	97	-3	12
Cn1cccc1Cc1nnc(SCC(=O)Nc2cccc(F)c2)n1-c1ccc(F)cc1	nt	100	102	95	103	100	26	-25	103	17	14
COc1ccccc1NC(=O)Cc1nnc(SCC(=O)Nc2ccccc2F)n1C	15	98	103	94	100	100	6	0	104	8	20
O=C(O)Cc1cc2c(s1)CCCCC2	nt	105	117	98	100	102	10	-45	105	-9	52
CCCC1CC(=O)OC1(C)C(=O)CSc1n[nH]c(-c2ccccc2)n1 (centres undefined)	-16	100	105	100	105	104	38	-7	101	7	10

Grouped by structure, the entries above containing a nitro group on carbon (two)
SMILES	Pf gamet viab	HRas wt GTP bind	Rac1 wt GTP bind	Rac1 act GTP bind	Cdc42 wt	Rab2A wt mod	Avidin bead fluor	Mcl1 Bid PPI	Rab7 wt GTP bind	Mcl1 Noxa PPI	GSH bead fluor
O=[N+]([O-])c1cc([N+](=O)[O-])c(N2CCOCC2)cc1NCc1ccccc1	nt	92	87	88	90	88	11	-6	92	nt	36
O=C(NCCc1cccs1)C12CN(Cc3ccccc3)CC1C(c1cccc([N+](=O)[O-])c1)=NO2 (centres undefined)	8	96	96	95	96	98	8	-24	96	-5	27

Continued.
SMILES	Pf gamet viab	HRas wt GTP bind	Rac1 wt GTP bind	Rac1 act GTP bind	Cdc42 wt	Rab2A wt mod	Avidin bead fluor	Mcl1 Bid PPI	Rab7 wt GTP bind	Mcl1 Noxa PPI	GSH bead fluor
Cc1ccnc(NC(=O)CCC(=O)N(CC(=O)NCCc2ccccc2)Cc2cccs2)c1	16	99	97	97	97	100	9	-34	102	-7	9
CCOc1ccc(NC(=O)C2CCC(C)(C(=O)O)C2(C)C)cc1 (centres undefined)	nt	106	105	101	107	104	8	-34	104	2	26
O=C(NCC1CCCO1)c1csc(Nc2cccc3ccccc23)n1 (centres undefined)	13	98	100	98	101	102	10	7	98	6	11
Cc1ccc(-c2nn(-c3ccccc3)cc2C2CC(c3cccs3)=NN2C(=O)CCC(=O)O)cc1 (centres undefined)	-8	103	104	100	102	99	16	6	101	14	33
CCOc1ccc(NC(=S)N(CCc2c(C)[nH]c3ccc(C)cc23)Cc2ccco2)cc1	nt	96	100	96	98	98	nt	-22	95	-18	17
COCCCn1c(SCC(=O)NC2CCCC2)nnc1-c1ccco1	nt	99	96	95	98	97	9	-23	98	4	51
Cc1ccc(CSCC(=O)N2CCN(c3ccccc3)CC2)cc1	nt	99	100	102	102	101	8	-83	98	7	18
Cc1nc2ccccc2cc1C(=O)NCc1ccc(F)cc1	2	97	104	99	96	96	12	-8	92	-2	13
NC(=O)C(c1ccccc1)c1ncc(C(F)(F)F)cc1Cl (centres undefined)	15	100	102	98	98	97	27	-6	102	6	25
O=C(c1cccc(-n2cnnn2)c1)N1CC=C(c2ccccc2)CC1	nt	99	106	98	101	102	28	3	97	0	22
COC(=O)c1ccccc1Nc1ccccc1	nt	97	95	93	93	94	18	-27	98	-10	6
CN(C)CCOCCSc1ccc(Cl)cc1	-2	106	114	101	105	107	9	30	106	9	13
CCOC(=O)N1CCN(C(=O)c2ccc(CSc3ccc(Cl)cc3)cc2)CC1	16	94	91	93	89	94	9	-24	99	-7	9
O=C1N(C2CCCC2)C[C@@H]2C[C@@H](c3cccn3-c3ccccn3)N3CCC[C@@]123	1	98	96	94	97	100	4	-11	105	3	17
Cn1c(=O)[nH]c2cc3ccccc3cc21	9	103	108	100	105	100	22	-2	102	8	13
Cc1ccc(-n2c(Cn3ncc4ccccc4c3=O)n[nH]c2=S)cc1	-14	96	96	94	97	95	11	-3	93	21	12
O=C(NC(=S)NC(=O)c1ccccc1F)c1ccccc1F	-20	99	105	97	96	96	2	-50	98	28	7
CC1(C)NC(=O)N(CC(O)CN2C(=O)CCC2=O)C1=O (centres undefined)	3	99	98	99	101	98	10	-2	97	7	26
Nn1c(SCC(=O)Nc2ccc(S(=O)(=O)N3CCCC3)cc2)nnc1C(F)(F)F	8	103	105	98	104	101	14	-6	102	12	30
CC(/C=C/c1ccc(C)o1)=C\C(=O)O	nt	98	96	95	97	97	13	-58	95	12	26
COc1ccccc1NC(=O)c1ccc(-c2ccccc2F)o1	6	101	103	97	102	100	12	-19	100	3	13
Cc1ccc(C(=O)OCC(=O)Nc2ccccc2)cc1NC(=O)c1ccco1	-11	106	109	101	108	107	7	-11	103	-7	54
COc1cc(SC)ccc1C(=O)N1CCN(c2ccc(O)cc2)CC1	-10	99	96	95	99	101	22	-29	105	24	12
COc1ccc(CNC(=O)COC(=O)c2n[nH]c3ccccc23)cc1OC	nt	97	100	95	96	95	35	-15	100	1	28
CCN(CC)C(=O)c1[nH]cnc1C(=O)N[C@@H](C)C(=O)OCc1ccccc1	nt	98	98	97	97	97	6	1	96	5	20
CCc1nnc(NS(=O)(=O)c2ccc(NS(=O)(=O)c3ccc(NC(C)=O)cc3)cc2)s1	nt	98	93	95	98	98	15	23	98	25	14
CCOC(=O)c1c(C)[nH]c(N=Nc2ccccc2)c1C	nt	104	107	101	104	103	9	14	104	49	14
CCn1c(=O)cc(OCC(=O)Nc2nc(C)cs2)c2ccccc21	nt	100	102	99	95	99	7	20	99	-64	22
Cc1ccccc1-c1nn(-c2ccc(F)cc2F)cc1CNCCCN(C)C	2	93	90	92	91	94	6	-60	99	1	15
CCN(CC)c1ccc(N=Cc2cc(Br)ccc2O)cc1	-6	97	97	96	95	97	24	-45	107	2	6

Seven compounds from above, arranged by the value under Mcl1 Bid PPI, lowest first:
Molecule | Mcl1 Bid PPI
Cc1ccccc1-c1nn(-c2ccc(F)cc2F)cc1CNCCCN(C)C | -60
CCN(CC)c1ccc(N=Cc2cc(Br)ccc2O)cc1 | -45
COc1cc(SC)ccc1C(=O)N1CCN(c2ccc(O)cc2)CC1 | -29
COc1ccccc1NC(=O)c1ccc(-c2ccccc2F)o1 | -19
CCN(CC)C(=O)c1[nH]cnc1C(=O)N[C@@H](C)C(=O)OCc1ccccc1 | 1
CCOC(=O)c1c(C)[nH]c(N=Nc2ccccc2)c1C | 14
CCc1nnc(NS(=O)(=O)c2ccc(NS(=O)(=O)c3ccc(NC(C)=O)cc3)cc2)s1 | 23

(listing goes on)
SMILES	Pf gamet viab	HRas wt GTP bind	Rac1 wt GTP bind	Rac1 act GTP bind	Cdc42 wt	Rab2A wt mod	Avidin bead fluor	Mcl1 Bid PPI	Rab7 wt GTP bind	Mcl1 Noxa PPI	GSH bead fluor
O=C(CN1C(=O)NC2(CCCC2)C1=O)Nc1ccc(F)cc1	-5	102	106	100	102	99	8	-13	100	-8	40
C=CCn1c(SCc2c(Cl)cccc2Cl)nnc1-c1cccnc1	4	99	103	100	102	101	8	-4	100	0	33
CC(C)Cn1c(C(C)NC(=O)Cc2ccccc2)nc2ccccc21 (centres undefined)	nt	100	103	100	103	102	5	8	97	-1	26
NC1=NS(=O)(=O)NC1c1ccc(Cl)cc1 (centres undefined)	1	101	100	100	102	100	8	-28	100	-7	15
Cc1ccc(-n2nc(C)cc2NC(=O)c2ccc(C)s2)cc1	nt	96	97	98	94	95	4	-7	92	-4	11
Cn1ncc([N+](=O)[O-])c1C(=O)Nc1nc2ccccc2n1CCN1CCCCC1	nt	100	96	101	102	99	35	-7	100	-2	15
CC1(C)CC(=O)C=C(Nc2ccc(OCC(F)(F)C(F)F)cc2)C1	22	102	108	100	100	101	8	-12	99	11	11
CCC1CCCCN1C(=O)COC(=O)c1cc2ccccc2cc1O (centres undefined)	nt	103	104	100	103	101	8	3	98	7	54
CCOC(=O)C1=C(O)C(=O)NC(c2ccccc2)=C(OCC)C1	-9	96	100	93	95	96	3	-96	101	8	11
CC(=O)Nc1ccc(NC(=O)c2nc(-c3ccccc3)oc2C)cc1	-10	95	92	93	94	96	15	-18	96	-11	9
COc1ccc(OC)c(/C=C/C(=O)N2CCCc3ccccc32)c1	3	103	102	100	102	99	11	-2	104	3	67
CCOc1cc2[nH]c(=S)n(CCN3CCCCC3C)c(=O)c2cc1OCC (centres undefined)	9	95	92	92	93	92	10	-31	96	nt	29
CCOc1ccccc1C(=O)N[C@H](C(=O)NCc1ccccc1)C(C)C	5	103	102	99	94	100	24	-5	109	8	23
COCCNC(=O)Nc1ccc2nc(C)sc2c1	14	102	104	101	101	101	8	0	98	45	38
COC(=O)c1ccc2ccn(CC(=O)NC(C)C)c2c1	nt	102	102	100	102	103	11	-14	103	9	15
Cc1cc(NC(=O)c2cc(-c3ccc(Br)cc3)on2)no1	-9	99	105	96	100	99	11	-24	102	-2	22
